ZTA DNA inh: blocks Epstein-Barr virus ZTA, an EBNA-1 counter-screen; ZTA-DNA binding, fluorescence polarization; actives 0.15% (n = 320,000); inhibition, % at 11 µM; in the data active = inhibition above about 33%
RPL19A-GFP yeast: modulators of TOR pathway RPL19A-GFP in S. cerevisiae; S. cerevisiae RPL19A-GFP strain, flow cytometry, 3 h; hits give low values; percent response vs DMSO, % at 10 µM; actives 0.3% (n = 330,000);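 active = percent response vs DMSO below 50%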;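 also: median channel GFP fluorescence of the barcoded RPL19A-GFP strain; ratio of sample median GFP to plate DMSO average so 100% = DMSO; lower means less RPL19A-GFP as with rapamycin TOR inhibition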
MEP2-GFP yeast: modulators of TOR pathway MEP2-GFP in S. cerevisiae; GFP response vs DMSO, % at 10 µM; actives 0.51% (n = 330,000); AID 2016; S. cerevisiae MEP2-GFP strain, flow cytometry GFP, 3 h; 100% = DMSO control level;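 active = GFP response versus DMSO above a set limit, roughly screen mean plus 3 SD, cut at about 180% in these data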;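 also: median GFP fluorescence of the barcode-gated MEP2-GFP cells per well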
LAP4-GFP MLPCN: yeast TOR pathway LAP4-GFP modulation; actives 0.34% (n = 320,000); AID 2023; S. cerevisiae LAP4-GFP multiplex, flow cytometry GFP, 3 h; median GFP as percent of DMSO wells; GFP response vs DMSO, % at 10 µM;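 active = GFP response vs DMSO above a set limit, about the screen mean plus 3 SD, cut at about 150% in these data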
proCasp7 act: activates human procaspase-7, counter-screen for procaspase-3 activators; P55210; recombinant procaspase-7, Ac-DEVD-pNA absorbance 405 nm; D23A/D198A/D206A triple mutant, cannot self-cleave; scale: DMSO 0, 5 µM enzyme 100; activation, % at 8.5 µM; actives 0.093% (n = 330,000); AID 463210;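 active = percent activation above the screen-wide mean plus 3 SD, cut at about 25% in these data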
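Assay system: Uncleavable procaspase-7 mutant enzyme / Input: 2 µM procaspase-7 mutant as dispensed / Dosing: single nominal 8.5 µM compound dose, 0.8% DMSO final / Timing: 1 h enzyme–compound preincubation and 2 h substrate reaction, both 25 °C / Detection: p-Nitroaniline absorbance at 405 nm, read at 0 and 120 min / Replication: singlicate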
AHR activator: human AHR activation | actives 2.5% (n = 320,000) | activation, % at 5 µM | AHR-responsive luciferase reporter cells, luminescence | AID 2796; in the data active = activation above about 47%;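 also: 0% = vehicle wells and 100% = reference agonist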
EBNA-1 inhibitor: blocks EBNA-1 binding to DNA. actives 0.34% (n = 300,000). inhibition, % at 14.8 µM. EBNA-1 DNA binding, fluorescence polarization; in the data active = inhibition above about 28%
proCasp3 act: procaspase-3 (human) activation; P42574; recombinant procaspase-3 D3A, Ac-DEVD-pNA absorbance 405 nm; activation, % at 8.5 µM; actives 0.11% (n = 330,000); AID 463141;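 active = activation above the mean of all tested compounds plus 3 SD, cut at about 21% in these data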;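 also: 0% = DMSO alone and 100% = DMSO wells spiked with extra 5 µM PC-3 D3A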
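Assay system – Procaspase-3 D3A mutant · Benchmarks – DMSO low control, extra-enzyme high control · Technique – 405 nm absorbance of p-nitroaniline, reads at 0 and 120 min · Doses – 8.5 µM nominal · Measure – % activation between DMSO and enzyme-spiked controls · Also added – Ac-DEVD-pNA chromogenic peptide substrate · Schedule – 1 h compound preincubation, 2 h substrate hydrolysis at 25 °C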
Numbers without * were called inactive; · = not tested or not shown. Outcome played no part in choosing rows; any-hit rate near 3.8%.

Below each compound – MEP2-GFP yeast	ZTA DNA inh	proCasp7 act	LAP4-GFP MLPCN	EBNA-1 inhibitor	RPL19A-GFP yeast	AHR activator	proCasp3 act
O=C(Cn1cccc1C(=O)c1ccccc1)NCCCN1CCOCC1
  111	12	-6	93	-16	87	4	0
O=C1NC(Cc2ccccc2)c2nc3ccc(Cl)cc3c(=O)n2-c2cc(Cl)ccc21 (stereo not given)
  97	-16	-1	100	·	94	14	9
CN(C)S(=O)(=O)Oc1ccc(C(=O)Nc2cccc(Cl)c2)cc1
  104	-2	-8	100	-7	103	-6	7
CC(C)CC1(C)NC(=O)N(CCN2C(=O)c3ccccc3C2=O)C1=O (stereo not given)
  106	-9	10	101	4	98	0	2
COc1ccc(OC)c(S(=O)(=O)N2CCN(c3ccccc3)CC2)c1
  102	5	0	101	-5	98	-2	7
O=C(CCn1c(=S)oc2ccccc21)Nc1cccc(O)c1
  113	-23	9	110	-8	100	0	-3
N#CC1=C(N)Oc2n[nH]c(-c3cccs3)c2C1c1ccncc1 (stereo not given)
  92	10	0	93	5	95	0	5
NS(=O)(=O)c1ccc(CCNC(=O)COC(=O)CC(c2ccccc2)c2ccccc2)cc1
  101	-1	0	102	6	95	-1	5
Cc1cccc(N2CCN(C(=O)c3ccc(CS(=O)Cc4ccc(Cl)cc4)o3)CC2)c1C (stereo not given)
  100	3	3	112	-9	95	1	-3
CC1=CSC2=NC(C(F)(F)F)(C(F)(F)F)NC(=O)N12
  102	3	2	101	-6	99	1	-5
COC(=O)c1nn(-c2ccc(Cl)cc2)c(=O)cc1Sc1ccccn1
  104	11	8	98	-11	98	5	4
O=C(CC1C(=O)NCCN1C(=O)Nc1ccccc1)Nc1ccc2c(c1)OCCO2 (stereo not given)
  105	13	-16	108	-11	106	-2	15
CC(C)(C)n1nnnc1C(c1ccc2ncccc2c1)N1CCC(O)CC1 (stereo not given)
  106	4	15	100	1	98	0	0
CCCn1c(SCC(=O)N2CCCc3ccccc32)nnc1-c1ccccn1
  104	-3	1	104	2	104	0	3
O=C(CCS(=O)(=O)c1cccc2nonc12)N1CC(=O)N(CCc2ccccc2)C(=O)C1
  100	9	-12	94	-8	100	0	7
O=C(c1ccc2c(c1)OCCO2)N1CCN(c2ccccn2)CC1
  104	-14	10	113	1	102	4	8
O=C(Nc1nnc(-c2ccco2)s1)c1ccccc1
  103	10	-8	128	-6	101	10	-1
O=C(CSc1nc2ccccc2o1)NCc1ccco1
  93	5	8	101	7	92	0	0
COc1ccccc1C1(O)CCN(CC(=O)Nc2c(C)nn(C)c2C)CC1
  92	7	0	94	7	95	0	-7
COc1cccc(N2C(=O)CN(Cc3cc(OC)c(OC)c(OC)c3)C2=S)c1
  97	-1	-17	84	2	100	-1	-8
O=C(NCc1ccco1)c1ccc(-c2csnn2)cc1
  100	6	-2	112	1	99	1	-3
Cc1ccc2nc(SCC(=O)Nc3cc(C(C)(C)C)nn3-c3ccccc3)[nH]c2c1
  109	1	-10	94	-8	105	8	7
O=C(COC(=O)c1cc(S(=O)(=O)N2CCOCC2)c(Cl)cc1Cl)NC1CC1
  98	-3	-1	108	·	104	0	5
COc1cc(OC)cc(C(=O)NCC(=O)OCc2nc3ccccc3s2)c1
  93	10	5	110	-1	98	22	5
O=S(=O)(NCC(Nc1ccc(Cl)cc1)c1ccccc1)c1ccc(Cl)cc1 (stereo not given)
  98	-1	9	92	10	100	-2	8
COc1ccc(C)cc1N(CC(=O)N/N=C/c1ccc2c(c1)OCO2)S(C)(=O)=O
  86	0	-2	94	0	93	3	4
Cc1ccc(CNC(=O)Cn2ccc3cc(S(=O)(=O)N4CCCCCC4)ccc32)cc1
  109	9	-3	97	5	103	2	1
CCc1ccc(NC(=O)CC2C(=O)NCCN2C(=O)c2ccccc2OC)cc1 (stereo not given)
  99	1	4	82	-4	109	3	9
Cc1ccccc1C(=NC(=O)c1ccccc1)c1ccccc1
  92	5	14	107	0	92	0	-5
CC(C)c1nc(SCC(=O)Nc2ccc3c(c2)OCCO3)n[nH]1
  97	2	9	95	2	104	1	-1
CN1CCc2nc(SCC(=O)Nc3ccc(OC(F)(F)F)cc3)c(C#N)c(-c3cccs3)c2C1
  84	-10	-11	88	-12	102	12	-9
CSc1ccc(C2NC(=O)c3c(sc4c3CCN(C)C4)N2)cc1 (stereo not given)
  102	3	-15	107	-4	102	22	-18
O=C(NCc1ccc(Cl)cc1)N1CCc2ccccc2C1
  99	-6	-4	97	-14	102	3	-7
O=C(CN1C(=O)C2C3C=CC(C3)C2C1=O)NCCN1CCCc2ccccc21 (stereo not given)
  116	-10	-1	107	-11	103	11	1
O=C(COC(=O)C(O)c1ccccc1)c1ccc2c(c1)OCCO2 (stereo not given)
  92	-5	10	92	-4	89	-2	5
O=C(CN1CCN(c2nc(-c3ccccc3)cs2)CC1)Nc1ccc2c(c1)OCO2
  104	17	-2	105	3	101	0	-2
CN(Cc1c(C(=O)N/N=C/c2ccc(O)cc2)nnn1-c1nonc1N)c1ccccc1
  98	-6	-6	96	-5	100	2	-5
CC12CC(NC(=O)N1c1cccc(C(=O)NCc3ccc4c(c3)OCO4)c1)c1cc(Cl)ccc1O2 (stereo not given)
  102	0	-13	98	1	104	5	5
Cc1ccc(N(C(=O)c2ccn[nH]2)C(C(=O)NC2CCCC2)c2cccs2)cc1 (stereo not given)
  101	-6	-2	89	-6	100	4	4
COc1ccc(OC)c([N+](=O)[O-])c1C(N)=O
  104	-9	5	104	-7	117	-1	0
CC1CCCCC1NC(=O)CN1C(=O)COc2ccccc21 (stereo not given)
  104	-2	1	95	-10	93	-2	-3
CN(C(=O)COC(=O)c1ccc(CN2CCCC2=O)cc1)c1ccccc1
  93	8	6	95	·	98	1	5
CCCn1c(C2CCCN2c2nc(-c3cccc(Br)c3)cs2)nc2ccccc21 (stereo not given)
  91	1	-2	112	9	103	12	-2
COC(=O)c1cnn(-c2ccc(C)c(C)c2)c1-n1cccc1
  99	3	2	98	0	99	13	1
Cc1noc(C)c1COc1ccc(C(=O)NCCc2ccc(F)cc2)cc1
  107	13	-2	105	·	97	0	10
O=C(O)c1cccc(Cn2cc(Cl)cn2)c1
  101	-6	1	102	4	101	0	4
O=C(N/N=C/c1ccco1)c1cccc(N2CCCC2=O)c1
  105	3	5	95	-3	105	6	-6
CC(C)Sc1nc(NCc2ccco2)c2c3c(sc2n1)COC(C)(C)C3
  99	2	-6	100	0	94	1	-2
COc1ccc(-c2cn(-c3ccc(C)c(C)c3)c(=S)[nH]2)cc1OC
  110	-11	-23	94	3	104	22	-15
COc1cc(/C=N/NS(=O)(=O)c2ccc(C)c([N+](=O)[O-])c2)ccc1O
  93	-12	-13	94	-8	92	4	-15
Cc1ccc(NC(=O)CSc2nnc(-c3cccs3)n2Cc2ccco2)cc1
  110	-3	-5	112	10	103	3	9
COc1ccc(N=C2SCC(c3ccccc3)=NN2C)cc1
  96	2	-6	112	2	94	3	-8
Cc1ccc(-c2nc(SCC(=O)N(C)C3CCS(=O)(=O)C3)[nH]c2-c2ccc(C)cc2)cc1 (stereo not given)
  102	2	-4	106	6	101	3	10
N#CCSc1nc2c(cc1C#N)CCCC2
  106	5	-6	102	-14	103	0	1
COc1ccc(C(CNC(=O)CNC(=O)c2ccc(F)cc2)N2CCCC2)cc1 (stereo not given)
  94	4	-4	98	·	94	0	7
CCc1cc(=O)oc2c3c(cc(OCC(=O)NCCCC(=O)O)c12)OC(C)(C)CC3
  96	13	0	87	-1	95	-1	7
CC(C)N(Cc1ccccc1)C(=O)C1CCN(c2ncnc3c2nc2n3CCCCC2)CC1
  99	0	0	103	-1	101	7	6
COc1cc(NC(=O)c2cc(C)no2)c(OC)cc1Cl
  107	8	-2	105	-8	102	17	4
COc1cc(-c2nnco2)cc(OC)c1OC
  104	-10	-1	105	-15	103	9	-3
Cc1ccc(C2/C(=C(/O)c3cnn(-c4ccccc4)c3C)C(=O)C(=O)N2CCCN2CCOCC2)o1 (stereo not given)
  109	-5	-18	112	-9	105	-2	-16

The listing continues.
Below each compound – MEP2-GFP yeast	ZTA DNA inh	proCasp7 act	LAP4-GFP MLPCN	EBNA-1 inhibitor	RPL19A-GFP yeast	AHR activator	proCasp3 act
CCOC(=O)C1CCN(C(=O)CCCOc2ccccc2)CC1
  100	-3	9	93	-4	95	2	5
Cc1ccc(C(C)C)cc1OCC(=O)Nc1nnc(C2CC2)s1
  98	·	2	105	·	100	31	-3
CCc1nnc(NC(=O)CCC(=O)N2CCN(Cc3cc(Cl)ccc3OC)CC2)s1
  114	7	2	95	-15	92	3	-2
Cc1ccc(CCNC(=O)C2CCN(S(=O)(=O)c3cccc4nsnc34)CC2)cc1
  100	-1	-3	99	0	98	1	0
COc1cccc(OCC(=O)NNC(=O)Cc2cccs2)c1
  103	12	-1	93	12	97	-1	-4
CC(C)C[C@H](NC(=O)c1nc[nH]c1C(=O)NCc1ccc(CNC(=O)OC(C)(C)C)cc1)C(=O)OC(C)(C)C
  98	-1	-1	131	4	95	7	11
O/C(=C\Sc1nnc(Cc2ccccc2)o1)c1ccc(Br)cc1
  102	-7	10	96	-5	102	0	8
O=C(Nc1ccncc1)c1cccc(S(=O)(=O)N2CCc3ccccc32)c1
  94	-12	-3	91	-8	88	-1	-1
CC(C)C[C@H](NC(=O)N1CCn2c1nc1ccccc12)C(=O)N1CCCCC1
  94	0	2	88	-3	91	5	-1
CC1CCc2sc(C(=O)NNC(=O)c3ccncc3)cc2C1 (stereo not given)
  93	-8	6	108	4	101	3	5
CN1Cc2ccccc2N(CC(=O)NCc2ccccc2)C1=O
  103	2	-2	100	4	96	2	4
O=C(COc1ncnc2ccccc12)N1CCN(S(=O)(=O)c2ccc(Cl)cc2)CC1
  97	0	-1	95	8	95	0	8
O=C(CCCC(=O)OCC(Cl)=C(Cl)Cl)Nc1cccc2ccccc12
  105	8	8	98	6	106	1	-3
Cc1cccc(C(O)(C(=O)NNc2ccc3ccccc3n2)c2cccc(C)c2)c1
  103	-1	-24	102	9	103	0	-18
CCCc1cc(=O)[nH]c(SCC(=O)NCc2ccc3c(c2)OCO3)n1
  102	17	-4	99	10	101	-1	0
C#CCOCCOCCOCCNc1nc(N2CCN(C(=O)C([C@@H](C)O)n3cc([C@@H](N)CCCCN)nn3)CC2)nc(N2CCN(C(=O)C([C@@H](C)O)n3cc([C@@H](N)CCCCN)nn3)CC2)n1 (stereo not given in full)
  94	·	4	98	·	96	0	4
CN(Cc1ccccc1)C(=O)COC(=O)c1cc(S(=O)(=O)N(C)C)ccc1N1CCCC1
  98	-11	6	96	-3	93	3	-3

Profiles, quoted from the list.
`COc1cccc(OCC(=O)NNC(=O)Cc2cccs2)c1` reads MEP2-GFP yeast: 103; ZTA DNA inh: 12; proCasp7 act: -1; LAP4-GFP MLPCN: 93; EBNA-1 inhibitor: 12; RPL19A-GFP yeast: 97; AHR activator: -1; proCasp3 act: -4
`CN1Cc2ccccc2N(CC(=O)NCc2ccccc2)C1=O` reads MEP2-GFP yeast: 103; ZTA DNA inh: 2; proCasp7 act: -2; LAP4-GFP MLPCN: 100; EBNA-1 inhibitor: 4; RPL19A-GFP yeast: 96; AHR activator: 2; proCasp3 act: 4
